ST2 inh – blocks human ST2 binding to IL-33; Q01638; AlphaLISA ST2-Fc/biotin-IL-33 interaction, 1 h; inhibition, % for hits at 17 µM; 78,000 tested, 2.3% active; AID 1259354; in the data active = inhibition above about 30%
Target sequence (Q01638 whole entry, looked up): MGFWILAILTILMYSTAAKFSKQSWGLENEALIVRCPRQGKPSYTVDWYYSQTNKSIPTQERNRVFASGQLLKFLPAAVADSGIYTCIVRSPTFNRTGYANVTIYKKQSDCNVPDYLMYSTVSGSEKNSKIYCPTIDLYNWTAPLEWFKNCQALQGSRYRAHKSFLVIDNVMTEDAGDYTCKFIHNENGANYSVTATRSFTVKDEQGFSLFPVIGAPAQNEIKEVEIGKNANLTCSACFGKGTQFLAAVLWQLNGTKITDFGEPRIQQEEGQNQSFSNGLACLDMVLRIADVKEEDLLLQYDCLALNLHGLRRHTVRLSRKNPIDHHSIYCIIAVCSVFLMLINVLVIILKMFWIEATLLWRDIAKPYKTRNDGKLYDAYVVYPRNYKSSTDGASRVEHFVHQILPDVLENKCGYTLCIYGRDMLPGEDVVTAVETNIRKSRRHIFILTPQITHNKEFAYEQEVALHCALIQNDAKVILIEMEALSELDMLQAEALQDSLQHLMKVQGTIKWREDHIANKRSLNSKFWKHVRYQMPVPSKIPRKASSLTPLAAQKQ
Calls only; i = inactive. These rows are one share of the data, so the mix of outcomes need not match the whole.

SMILES	ST2 inh
C[C@]12CC3CC(N)(C1)C[C@@](C)(C3)C2	i
CC12CC3CC(N)(C1)C[C@@](C)(C3)C2	i

Screening results deposited in PubChem by IUPUI and University of Michigan.
